Rin1-Abl PPI inh – inhibitors of human Rin1-Abl protein interaction; P00519+Q13671; TR-FRET Rin1/Abl binding, biochemical; inhibition, % at 7.35 µM; 360,000 compounds, 0.4% hits; AID 588664; in the data active = inhibition above about 5%, passing the limit was not always enough
Neddylation inh – blocks human cullin neddylation | P61081+Q13564 | TR-FRET cullin neddylation, biochemical | calls only at 25 µM | 360,000 compounds, 0.58% hits | AID 651699; in the data active = inhibition above about 36%
Rpn11 inh – blocks the human proteasome subunit Rpn11. O00487. calls only at 20 µM. human 26S proteasome, Ub4-pepOG fluorescence polarization; 20S core pre-blocked with epoxomicin. 360,000 compounds, 0.59% hits;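 active = inhibition at 20 µM, scaled to each plate's controls, above about 33%, limit read from the data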
Target sequence (O00487 whole entry, looked up): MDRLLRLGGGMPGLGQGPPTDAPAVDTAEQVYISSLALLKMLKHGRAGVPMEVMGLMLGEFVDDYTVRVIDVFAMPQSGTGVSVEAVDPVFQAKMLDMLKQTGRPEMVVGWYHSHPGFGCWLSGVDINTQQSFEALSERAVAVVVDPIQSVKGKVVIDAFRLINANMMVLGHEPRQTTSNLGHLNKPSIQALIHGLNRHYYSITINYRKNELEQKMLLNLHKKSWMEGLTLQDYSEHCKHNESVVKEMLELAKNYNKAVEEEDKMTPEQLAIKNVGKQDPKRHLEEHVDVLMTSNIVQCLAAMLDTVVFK
NadD inh – inhibitors of Staphylococcus aureus NadD; purified NadD enzyme, colorimetric absorbance read-out; inhibition, % at 20 µM; 360,000 compounds, 0.78% hits; in the data active = inhibition above about 26%; note: some compounds past the cut are filed as inactive
DNMT1 block – blocks human DNA methyltransferase DNMT1 | P26358 | DNMT1 molecular beacon, Hinp1I cleavage, fluorescence | inhibition (reported as % activation of signal), % at 10 µM | 360,000 compounds, 0.83% hits; in the data active = inhibition above about 50%
SUMO1-SIM PPI – SUMO1-SIM interaction modulation. P63165. SUMO1 binding to a labelled peptide, TR-FRET, 1 h. inhibition, % at 20 µM. 360,000 compounds, 0.33% hits; in the data active = inhibition above about 37%
Target sequence (P63165 whole entry, looked up): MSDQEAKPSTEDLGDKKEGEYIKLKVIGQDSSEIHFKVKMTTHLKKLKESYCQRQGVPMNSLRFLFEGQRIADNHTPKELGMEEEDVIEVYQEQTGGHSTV
STEP block – STEP (human) phosphatase inhibition | P54829 | recombinant STEP, OMFP fluorogenic substrate, fluorescence | inhibition, % at 20 µM | 360,000 compounds, 0.25% hits | AID 588621;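 active = inhibition at 20 µM, scaled per plate between control wells, above about 37%, limit read from the data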;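 note: 0% = DMSO with enzyme and substrate and 100% = substrate only without enzyme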
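System: STEP (striatal-enriched tyrosine phosphatase) enzyme, cell-free; medium: Bis-Tris pH 6.0 buffer with DTT, detergent; dosing: 20 µM, 1% DMSO; times: reaction 20 min, ambient temperature; detection: fluorescence, 480/540 nm; read-out basis: normalized % inhibition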
LMPTP block – LMPTP (human) inhibition; 360,000 compounds, 0.22% hits; inhibition, % at 20 µM; P24666; AID 651560; recombinant LMPTP-A, OMFP fluorogenic substrate, fluorescence intensity;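 active = compounds that cut the enzyme signal by at least half of the control window in the single-dose screen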;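 note: plate controls were DMSO wells with enzyme plus substrate for no effect and substrate without enzyme for full effect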
Target sequence (P24666 whole entry, looked up): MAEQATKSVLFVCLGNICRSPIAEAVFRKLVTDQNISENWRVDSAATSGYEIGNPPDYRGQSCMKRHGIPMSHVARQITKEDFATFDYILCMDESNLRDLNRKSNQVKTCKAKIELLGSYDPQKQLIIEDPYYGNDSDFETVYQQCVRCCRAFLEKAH
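Test system – LMPTP-A phosphatase enzyme · Quantity – 0.625 nM LMPTP-A final · Reagent – OMFP substrate, 400 µM final · Dosing – one test concentration per compound, 20 µM, with 3% DMSO overall · Timing – 50 min enzyme reaction at room temperature, protected from light · Detection – fluorescence intensity · Controls – substrate-only low control, DMSO enzyme-plus-substrate high control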
CSN deneddyl inh – inhibitors of human CSN-mediated cullin deneddylation | Q92905 | Purified CSN, SCF-Nedd8-OG deneddylation, fluorescence polarization | inhibition, % at 12.5 µM | 360,000 compounds, 0.38% hits | AID 651999;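 active = pattern-corrected inhibition above about 35%, with an unprinted fluorescence ratio check between 0.5 and 1.5, limit read from the data, passing the limit was not always enough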;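 note: 0% = enzyme with substrate and 100% = substrate without enzyme; some results filed as inactive read as strong as hits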
Target sequence (Q92905 whole entry, looked up, one chain of several): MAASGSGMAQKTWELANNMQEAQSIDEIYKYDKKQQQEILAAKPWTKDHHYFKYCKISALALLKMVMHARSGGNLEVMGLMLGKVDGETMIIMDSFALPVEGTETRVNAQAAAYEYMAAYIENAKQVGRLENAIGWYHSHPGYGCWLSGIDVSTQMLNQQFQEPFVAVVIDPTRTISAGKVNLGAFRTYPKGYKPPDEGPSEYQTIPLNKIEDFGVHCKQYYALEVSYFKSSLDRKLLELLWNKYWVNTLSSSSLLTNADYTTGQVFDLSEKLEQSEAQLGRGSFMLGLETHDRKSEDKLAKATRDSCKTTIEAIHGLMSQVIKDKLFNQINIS
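Assay system: purified human Csn5 enzyme expressed in HEK293T cells; measure: % inhibition; also added: SCFSkp2-Nedd8OG substrate at 10 nM final; technique: fluorescence polarization; times: reaction 90 min, room temperature; medium: Tris buffer pH 7.5, NaCl, DTT, Tween-20, trehalose, ovalbumin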
Scp-1 inhibitor – inhibitors of human Scp-1 phosphatase; Q9GZU7; Recombinant Scp1, phosphopeptide, malachite green phosphate absorbance; inhibition, % at 20 µM; 340,000 compounds, 0.88% hits;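 active = inhibition above about 50% at 20 µM, limit read from the data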;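 note: plate controls were DMSO wells with enzyme for no effect and wells lacking enzyme for full effect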
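Incubation: 45 min enzyme reaction at room temperature / System: truncated SCP-1 phosphatase (76-261aa) / Reagent: Phospho 17-mer peptide substrate / Buffer or medium: Acidic Tris acetate buffer with magnesium and detergent / Signal: absorbance at 630 nm / Doses: one concentration, 20 µM, with 1.0% DMSO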
* marks the source's active call; other numbers are inactive results; i = inactive; nt = no result given. Rows were taken by chance (roughly 3.8% active in at least one column).

cpd	structure	Rin1-Abl PPI inh	Neddylation inh	Rpn11 inh	NadD inh	DNMT1 block	SUMO1-SIM PPI	STEP block	LMPTP block	CSN deneddyl inh	Scp-1 inhibitor
1	O=C(COC(=O)c1ccc([N+](=O)[O-])s1)NCc1ccccc1	1	i	i	-4	-15	11	-3	-1.7	2	-3
2	CC(=O)NC(c1ccccc1)c1nc(-c2ccc(Cl)cc2)cs1 (centres undefined)	0	i	i	-5	-3	-2	0	0.6	-3	nt
3	CCc1nnc(NC(=O)CSc2nnc(-c3cccnc3)n2CC)s1	0	i	i	4	4	1	-1	-0.8	-4	0
4	COC(=O)c1ccccc1NC(=O)CNc1cc(Cl)ccc1N1CCOCC1	-2	i	i	-7	-5	-5	2	1.5	0	-7
5	COc1ccc(-c2nc(-c3cccnc3)no2)cc1OC	0	i	i	-2	-2	5	1	-0.3	0	-17
6	CC(C)OCCCNC(=O)CNC(=O)c1cccs1	3	i	i	1	1	-3	-4	0.1	2	-3
7	O=S(=O)(Nc1nc2ccc(S(=O)(=O)N3CCCC3)cc2s1)c1ccc(F)cc1	-5	i	i	23	-11	3	4	-0.9	-2	-8
8	O=C(NC(=S)NNC(=O)[C@H]1C[C@@H]1c1ccccc1)c1cccc(F)c1	2	i	i	9	5	1	2	1.0	0	-12
9	COC(=O)C1CCN(CC(=O)NC(=O)Nc2ccccc2F)CC1	3	i	i	-4	1	5	-2	-1.3	3	-3
10	CCc1ccc(/C=C2\SC(=S)N(CCCC(=O)Nc3nccs3)C2=O)cc1	-1	i	i	12	7	-7	-3	-1.7	0	-6
11	CC1(C)C2CC[C@]3(C)C(CC=C4[C@@H]5C[C@@](C)(CO)CC[C@]5(C(=O)O)CC[C@]43C)[C@@]2(C)CC[C@@H]1O (some centres undefined)	2	i	i	2	2	4	-3	-0.1	6	1
12	COC(=O)/C(=C/c1cccnc1)NC(=O)c1ccccc1	3	i	i	-2	2	-5	1	-0.7	-1	-1
13	COC(C[C@H](O)C[C@@H](O)COCc1ccccc1)OC	1	i	i	-6	0	-1	-2	-0.8	-11	-2
14	CC(=O)SCCC(=O)Nc1ccccc1	3	i	i	-2	3	-2	-3	-0.6	-4	-3
15	CCOC(=O)C1CCCN(C(=O)c2ccc(Cl)c(S(=O)(=O)N3CCCCC3)c2)C1 (centres undefined)	1	i	i	-8	1	0	-2	-0.6	-1	-2
16	CCC(=O)N1Cc2cc(C(=O)Nc3nccs3)nc(-c3cccc(-c4ccccc4OC)c3)c2[C@H]1CCO	nt	i	nt	0	nt	9	nt	0.7	3	nt
17	COc1ccc2c(c1)CCc1cn3nc(C)cc3nc1-2	2	nt	i	-1	-6	-10	-3	0.2	0	-2
18	O=C(C1CCCN(S(=O)(=O)c2cccc3nonc23)C1)N1CCN(c2ccccc2)CC1 (centres undefined)	2	i	i	6	-2	-19	3	-0.2	2	6
19	Oc1oc(-c2ccccc2)nc1C=NCc1ccncc1	-4	i	i	5	-1	-12	0	-0.9	0	-2
20	CC(C)(C)c1ccc(S(=O)(=O)NC(=O)C2(C)CCN2C(=O)Cc2ccc(Cl)cc2Cl)cc1 (centres undefined)	2	i	i	1	0	3	-1	0.9	-1	nt
21	O=C(COC(=O)CCC(=O)c1ccc(F)cc1)Nc1ccc2[nH]c(=O)[nH]c2c1	0	i	i	-5	0	39*	-1	0.4	-6	-3
22	O=C1C=C(c2ccc(-c3ccccc3)cc2)C[C@@H](c2ccc(Cl)cc2)C1	1	i	i	4	0	4	-2	3.7	3	-11
23	COCc1cc(=O)[nH]c(=S)[nH]1	0	i	i	2	3	-2	2	-2.9	5	-11
24	Cc1ccc(N2CCN(CCCCN3C(=O)C4CCCN4C3=O)CC2)cc1 (centres undefined)	0	i	i	1	-5	0	0	-0.9	2	-8
25	Cc1ccccc1C(=O)Nc1ccccc1NC(=O)c1ccccc1C	-2	i	i	-2	-1	-4	0	-0.3	6	-8

The list continues:
cpd	structure	Rin1-Abl PPI inh	Neddylation inh	Rpn11 inh	NadD inh	DNMT1 block	SUMO1-SIM PPI	STEP block	LMPTP block	CSN deneddyl inh	Scp-1 inhibitor
26	O=c1[nH][nH]c2cc(=O)n(-c3ccc(Cl)cc3)nc12	-3	i	i	4	7	21	4	1.4	-3	2
27	Cc1noc(NS(=O)(=O)c2ccc(NC(=O)CCCOc3ccc(Cl)cc3Cl)cc2)c1C	-1	i	i	18	-5	8	0	0.5	5	-16
28	COC(=O)C1=C(C(=O)OC)[C@@H]2N(C)c3ccccc3[C@@]23C[C@@H](CO)N(C(=O)NCCBr)C3=N1	4	i	i	-3	0	-2	4	-0.2	4	-4
29	O=C(NCc1ccc(N2CCCC2=O)cc1)Nc1ccccc1	1	i	i	0	2	6	3	1.8	2	2
30	CCN(c1ccccc1)S(=O)(=O)c1ccc(OC)c(NC(=O)c2cc(Cl)ccn2)c1	1	nt	i	2	9	0	0	-0.5	-6	-2
31	CCC(C)[C@H]1CNCCN1CCc1cccc(F)c1 (some centres undefined)	0	i	i	-1	3	0	-2	-1.9	-7	1
32	Cc1noc(C)c1CN1C(=O)NC2(CCc3ccccc3C2)C1=O (centres undefined)	0	i	i	3	3	-3	2	-2.0	-2	0
33	C=CCn1cc(C(=O)OC)c(=O)c2cc(S(=O)(=O)N(CC)CC)ccc21	1	i	i	6	4	-4	1	-1.0	3	-9
34	COc1ccc(CCNCC(O)COc2cccc(Br)c2)cc1 (centres undefined)	1	i	i	-5	-1	1	-4	-0.8	-3	-1
35	O=C(CN1CCc2ccccc2C1)Nc1ccc(F)cc1F	2	i	i	-3	3	0	-1	1.0	-4	-7
36	COc1cc(C(=O)NNC(=O)c2cccn2C)cc(OC)c1OC	2	i	i	-2	-1	4	-2	-0.4	0	-2
37	C[C@@H]1CN([C@@H](C)CO)C(=O)CCCn2nncc2CO[C@H]1CN(C)Cc1cccc2c1OCCCO2	1	i	i	3	2	2	-1	-2.3	2	nt
38	CCn1c(-c2ccccc2)ccc(C#N)c1=O	1	i	i	-6	3	0	1	0.2	-1	-7
39	COc1ccccc1CNC(=O)CCCn1nc(C)c2c(C)n(-c3ccccc3)nc2c1=O	0	i	i	0	1	10	0	-1.3	5	-9
40	Cc1ccc2[nH]c(=O)c(CN(Cc3ccccc3Cl)C(=O)N3CCOCC3)cc2c1	-2	i	i	1	-2	-5	-1	0.7	6	1
41	CC(C)NC(=O)c1cc(C2CCCCN2C(=O)c2ccccc2)on1 (centres undefined)	-8	i	i	-4	5	-1	-2	-0.7	2	nt
42	Cc1nc(-c2ccccn2)sc1C(=O)Nc1ccc(F)cc1F	2	i	i	3	-1	-7	-1	-0.8	3	-4
43	CCCCCC(=O)Nc1ccc(N2CCN(C(=O)CCC)CC2)cc1	4	i	i	1	4	-1	7	-0.3	7	-2
44	O=C(Nc1nnc(SCc2cccnc2)s1)C1CC(=O)N(c2ccccc2)C1 (centres undefined)	3	i	i	7	0	2	1	-0.7	1	-7
45	COC(=O)c1ccc2nc(-c3ccco3)c(Cc3ccc(C)cc3)n2c1	0	nt	i	11	-1	-2	1	1.2	4	nt
46	Cc1nn(C(C)C(=O)Nc2ccccc2Cl)c(=O)c2nn(-c3ccccc3)c(C)c12 (centres undefined)	4	i	i	-3	1	-4	-2	0.6	2	-2
47	Cc1ccc(C)c(OCc2cc(C(=O)NC3CCOC(C)(C)C3)no2)c1 (centres undefined)	0	i	i	2	-3	7	2	-0.8	-4	-5
48	CCOC(=O)c1[nH]c(COC(=O)c2ccccc2NC(=O)c2ccco2)c(C(=O)OCC)c1C	1	i	i	2	-7	7	1	-0.9	4	-7
49	O=C(Nc1ccc2oc(-c3ccncc3)nc2c1)c1ccco1	-4	nt	i	9	-1	23	2	4.0	8	46
50	COCCCNc1nc2ccccc2nc1NS(=O)(=O)c1cc(Cl)ccc1Cl	-1	i	i	4	-1	3	-1	-0.3	-4	-4

Further compounds.
cpd	structure	Rin1-Abl PPI inh	Neddylation inh	Rpn11 inh	NadD inh	DNMT1 block	SUMO1-SIM PPI	STEP block	LMPTP block	CSN deneddyl inh	Scp-1 inhibitor
51	CCn1ncc(C2=NOC(C(=O)NCCc3ccccc3)C2)c1C (centres undefined)	1	i	i	3	1	2	-3	-0.5	0	2
52	Cc1[nH]c(=S)c(C#N)c(C)c1CC(=O)c1ccc(Br)cc1	-4	i	i	8	-3	-1	-2	-0.6	6	-5
53	O=C(O)CCCNC1=NCCC1	0	i	i	-2	0	0	1	0.2	3	-4
54	Cc1cccc(OCC(=O)N/N=C/c2cccn2C)c1	-2	i	i	3	2	-2	2	-1.5	-2	-15
55	CC(C)Cc1nnc(NC(=O)C23CC4CC(CC(C4)C2)C3)s1	0	i	i	-5	0	4	-1	0.9	0	-7
56	O=Nc1ccc(NOC(=O)c2ccccc2Br)cc1	-3	i	i	-4	13	-11	-2	2.7	-8	-3
57	COc1cccc(CN2CCN(Cc3ccccc3C(F)(F)F)CC2)c1	-1	i	i	-6	4	6	-1	-2.0	-3	0
58	NC(=O)CSc1nnc(Cn2cnc3ccccc32)o1	4	i	i	-1	0	4	0	-0.8	-6	-3
59	C=CCN(CC=C)C(=O)COn1nnc2ccc(S(=O)(=O)N3CCOCC3)cc21	3	i	i	-2	1	0	4	0.3	1	-6
60	Cc1ccc(/C=N/NC(=O)c2ccncc2)s1	-1	i	i	-1	-2	-14	2	-2.4	-2	-4
61	Cc1ccc(NC(=S)Nc2ccc(OC(F)F)c(Cl)c2)cc1F	-2	i	i	-11	-5	2	-4	-1.2	4	-15
62	CC(C)(C)/C=N/NC(=O)CNC(=O)c1ccc2c(c1)OCCO2	1	i	i	-1	-1	0	0	-1.1	-2	-6
63	O=C(Nc1ccccc1)OCc1cc(-c2ccc(Cl)cc2)on1	1	i	i	-5	2	5	0	-0.4	-6	-9
64	CC1CCCC(C)N1C(=O)CN1C(=O)C(C)(C)Oc2ccc(C(=O)NC3CCCC3)cc21 (centres undefined)	-5	i	i	7	0	3	-3	-1.8	-1	-2

Reprinted at random: two entries already listed.
cpd	structure	Rin1-Abl PPI inh	Neddylation inh	Rpn11 inh	NadD inh	DNMT1 block	SUMO1-SIM PPI	STEP block	LMPTP block	CSN deneddyl inh	Scp-1 inhibitor
56	O=Nc1ccc(NOC(=O)c2ccccc2Br)cc1	-3	i	i	-4	13	-11	-2	2.7	-8	-3
53	O=C(O)CCCNC1=NCCC1	0	i	i	-2	0	0	1	0.2	3	-4

Molecules from the list above that contain a furan ring, fused or not:
cpd	structure	Rin1-Abl PPI inh	Neddylation inh	Rpn11 inh	NadD inh	DNMT1 block	SUMO1-SIM PPI	STEP block	LMPTP block	CSN deneddyl inh	Scp-1 inhibitor
45	COC(=O)c1ccc2nc(-c3ccco3)c(Cc3ccc(C)cc3)n2c1	0	nt	i	11	-1	-2	1	1.2	4	nt
48	CCOC(=O)c1[nH]c(COC(=O)c2ccccc2NC(=O)c2ccco2)c(C(=O)OCC)c1C	1	i	i	2	-7	7	1	-0.9	4	-7
49	O=C(Nc1ccc2oc(-c3ccncc3)nc2c1)c1ccco1	-4	nt	i	9	-1	23	2	4.0	8	46

Source: PubChem BioAssay
